# LDHA block: inhibitors of human lactate dehydrogenase A; purified LDHA, NADH/diaphorase-resazurin fluorescence; stronger effect = lower value; activity change, % (values are at about 110 or 230 µM); actives 0.15% (n = 480,000); P00338; in the data active = activity change below about -30%; inconclusive = mostly about -25% to -30%;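 also: plate controls were DMSO wells for no effect and wells without enzyme for full effect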
#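 Human LDH5 at 2 nM final in Tris HCl pH 7.4 with 0.06 mM NADH and 0.2 mM pyruvate, reacted 5 minutes at room temperature. Remaining NADH coupled via diaphorase/resazurin; resorufin fluorescence read at 0 and 20 minutes, normalized to enzyme-free and DMSO wells.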
# ALOX12 inh: inhibitors of human 12S-lipoxygenase ALOX12; P18054; purified 12hLO, xylenol orange hydroperoxide absorbance; Potency, µM (doses to about 108 µM), without a hit: top-dose activity change, negative = inhibition, most hits filed as inhibitors; actives 1.1% (n = 580,000); active = well fitted inhibition curve with a large enough effect; inconclusive = small, poorly fitted or top-dose-only effect, or another doubt; inactive = no such curve, though single readings can be large or run the other way; also: potency is read from the fitted curve at half-maximal effect
# Target sequence (P18054 whole entry, looked up): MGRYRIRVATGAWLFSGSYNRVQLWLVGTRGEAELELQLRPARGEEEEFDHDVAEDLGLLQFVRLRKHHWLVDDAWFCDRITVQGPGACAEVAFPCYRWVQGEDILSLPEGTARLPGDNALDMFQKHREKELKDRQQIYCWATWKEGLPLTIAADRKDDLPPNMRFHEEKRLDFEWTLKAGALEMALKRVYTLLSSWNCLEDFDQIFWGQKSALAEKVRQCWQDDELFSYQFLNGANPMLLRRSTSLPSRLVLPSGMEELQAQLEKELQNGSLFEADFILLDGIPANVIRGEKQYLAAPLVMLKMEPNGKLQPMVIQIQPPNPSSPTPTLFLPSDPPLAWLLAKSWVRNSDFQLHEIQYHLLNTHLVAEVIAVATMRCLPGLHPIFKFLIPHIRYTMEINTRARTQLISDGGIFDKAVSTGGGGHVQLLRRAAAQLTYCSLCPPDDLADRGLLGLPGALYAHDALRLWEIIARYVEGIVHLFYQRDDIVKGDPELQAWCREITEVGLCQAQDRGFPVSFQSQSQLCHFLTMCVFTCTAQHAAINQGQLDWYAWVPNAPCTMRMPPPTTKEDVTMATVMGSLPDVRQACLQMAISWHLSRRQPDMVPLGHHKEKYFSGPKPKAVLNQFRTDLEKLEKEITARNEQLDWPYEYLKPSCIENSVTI
#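 Purified human 12hLO (150 nM final) in 25 mM Hepes, 0.01% Triton X-100, pH 7.0 was preincubated 15 min at room temperature with compound. Then 40 uM arachidonic acid was added, 30 min. Hydroperoxide was read by Fe-XO absorbance ratio 573/405 nm.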
# The depositor's hits bear a star; ? = inconclusive; [ ] = dose if it differs, or a comment. Unless noted, % is scaled to controls: 0 for no effect and ±100 for the full control effect. This is a subset; count on the stated rates, not on these rows.
SMILES | LDHA block | ALOX12 inh
COc1cc(CNc2ccc(N3CCOCC3)c(C(=O)O)c2)cc(Cl)c1OC | 3.1 | -71.2%
CCc1cccc(NC(=O)c2cnc(N3CCCCC3)c3ccccc23)c1 | -3.5 | -18.7%
CCCn1c(-c2ccc(F)cc2)nc2c1c(=O)[nH]c(=O)n2Cc1ccccc1 | 1.2 | ?
CCCNC(=O)CCc1c[nH]c2ccccc12 | -1.2 | ?
CC(C)Sc1c(C(C)C)cnc2c1c(=O)n(C)c(=O)n2C | -3.7 | ?
Cc1cc(C)n(-c2nc3c(c(=O)n(C)c(=O)n3C)n2C/C=C/c2ccccc2)n1 | -8.2 | -5.2%
COCC(C)NC(=O)c1cn(C)nc1-c1ccc2c(c1)OCCCO2 (stereo unspecified) | -17.7 | 20.0%
CCCc1noc(CSc2nc(-c3ccco3)nc3ccccc23)n1 | -4.1 | -1.3%
Cc1nc(-c2ccccc2F)sc1C(=O)NC1C=CS(=O)(=O)C1 (stereo unspecified) | -0.4 | -2.1%
Cn1ccnc1C(NC(=O)Cc1n[nH]c(=O)c2ccccc12)c1ccc(F)cc1 (stereo unspecified) | -2.4 | -3.9%
COCCN1C(=O)c2ccccc2C(C(=O)Nc2ccc(C(=O)OC)cc2)C12CCCC2 (stereo unspecified) | 6.4 | -5.4%
CCN1CC(=O)C=C(C)C1 | 5.1 | ?
COc1ccc(OC)c(NC(=O)/C=C/c2nc3ccccc3o2)c1 | 12.1 | ?
Cc1ccc(-c2csc(Nc3cccc(C)c3C)n2)cc1 | 7.5 | ?
c1ccc(-c2cc(-c3ccccc3)nc(-c3ccccc3)c2)cc1 | 0.8 | ?
CN(C(=O)CN1CCN(Cc2ccccc2)CC1)c1ccccc1C(=O)NCc1ccco1 | -1.5 | 9.7%
Cc1occc1C(=O)NC(C)c1cccc(Br)c1 (stereo unspecified) | 2.1 | 15.4%
Cc1ccc(NC(=O)CSc2ncc(-c3ccc(Cl)cc3)o2)cc1C | -14.3 | -1.8%
CNc1c(NC(=O)C2CC(=O)N(c3ccccc3)C2)c(=O)oc2ccccc12 (stereo unspecified) | -1.3 | ?
Cn1ccnc1SCC(=O)Nc1sc2c(c1C#N)CCC(C(C)(C)C)C2 (stereo unspecified) | 14.1 | -9.0%
CN(Cc1ccc2c(c1)OCCO2)S(=O)(=O)c1cnn(C)c1 | -0.3 | 43.1%[activator]
CC(=O)NCCc1ccc(C(=O)COC(=O)c2cc(C)ccc2O)s1 | 5.8 | ?
COCCn1c(SC(C)c2ccc(F)cc2)nnc1-c1ccncc1 (stereo unspecified) | -0.9 | -1.9%
CC(C)C(NC(N)=O)C(=O)O (stereo unspecified) | -4.9 | -2.2%
Cc1cccc(COC(=O)c2nn(Cc3ccccc3)c(=O)c3ccccc23)c1 | -7.2 | -56.1%
O=C(CC12CC3CC(CC(Br)(C3)C1)C2)NC1CCCC(C(F)(F)F)C1 (stereo unspecified) | -0.8 | -32.6%
N#Cc1cc2c(nc1SCC(=O)Nc1cccc(Cl)c1)CCCC2 | -0.5 | 3.9%
Cc1ccc2c(C)c(CCC(=O)N3CCC(C(=O)N4CCCCC4)CC3)c(=O)oc2c1 | 18.7 | 1.9%
CC(C)C(NC(=O)c1ccc(S(=O)(=O)N(C)C)cc1)c1ccc2c(c1)OCCO2 (stereo unspecified) | -13.1 | ?
COC(=O)c1cnn(-c2ncnc3sc4c(c23)CCCC4)c1N | -2.7 | 8.1%
COc1cccc(CNC(=O)[C@@H]2CCCN2C(=O)[C@H]2CCCCN2S(=O)(=O)c2ccc(OC)c(C)c2)c1 | 2.3 | 2.3%
COc1ccc(C)cc1NC(=O)c1cc(-c2ccc(C)o2)nc2ccccc12 | 0.2 | ?
c1ccc(-n2ncc3c(NC4CCCCCCCCCCC4)ncnc32)cc1 | 6.6 | 32.3%[activator]
O=C(/C=C/c1ccc2c(c1)OCCCO2)OCc1ccccn1 | 5.6 | -26.8%
O=C(Nc1oc2ccc(Cl)cc2c(=O)c1-c1ccccc1)c1ccc([N+](=O)[O-])cc1 | -0.4 | 1.0%
CCOC(=O)[C@]12CCC=C1N(Cc1ccc3c(c1)OCO3)C(=O)[C@H](CC(=O)NCCCCc1ccccc1)C2 | 5.7 | -1.3%
COc1ccc(S(=O)(=O)N(Cc2cc3ccccc3[nH]c2=O)C(C)C)cc1 | 2.8 | ?
COc1ccc(Oc2cc(NC(=O)C3CCN(S(C)(=O)=O)CC3)ccc2OC)cc1 | -16.9 | 2.9%
NNc1cc(N2CCN(c3ccccc3)CC2)ncn1 | 11.1 | 28.9%
Brc1cccc(N=Cc2c3ccccc3cc3ccccc23)c1 | 7.4 | ?
COC(=O)c1ccc(COC(=O)c2ccc3ccccc3n2)o1 | 0.7 | ?
COc1cccc(CNC(=O)C2=C(c3ccccc3)c3cc(Cl)ccc3S(=O)(=O)N2C)c1 | -3.3 | -1.4%
Cc1ccc(-c2csc(Nc3ccc4c(c3)OCO4)n2)cc1C | 0.0 | ?
CN(Cc1ccsc1)C(=O)CSc1nnc(COc2ccc(Cl)cc2)n1C | -7.9 | -24.6%
CC(C)C(=O)Nc1ccc2[nH]cc(C(C(=O)O)N3CCN(c4ccc(F)cc4)CC3)c2c1 (stereo unspecified) | 4.3 | ?
Cc1nc2cc(F)ccc2cc1C(=O)N1CCN(c2ccccc2)CC1 | 0.2 | 20.6%
Cc1nn2c(C(F)F)cc(-c3ccccc3)nc2c1Br | -14.4 | 23.9%
O=C(NCCOc1ccccc1)C1C(=O)Nc2ccccc2C(=O)N1C1CCCCC1 (stereo unspecified) | -0.7 | -8.3%
Fc1ccccc1COc1ccc(Br)cc1CNc1nn[nH]n1 | -0.7 | 1.8%
COc1ccc(C(=O)COC(=O)Cc2c(Cl)cccc2Cl)c(OC)c1 | -1.0 | 2.6%
CNCCCCOc1ccc(Cc2ccccc2)cc1 | -0.9 | ?
Cn1c(N)c(C(=O)COC(=O)c2cc(-c3ccccc3)nc3ccccc23)c(=O)n(C)c1=O | -6.8 | -5.7%
Cc1ccc(OCc2nc(C)c(C(=O)Nc3ccc(C)cc3C)s2)cc1 | -7.6 | 35.7%
O=C(Cn1cc(/C=C2\NC(=O)N(Cc3ccccc3)C2=O)c2ccccc21)N1CCOCC1 | 0.1 | -12.3%
O=C(Nc1ccccc1Cl)C(=O)NC1CCCC1 | 4.8 | 5.8%
CCc1ccc(C(C)NC(=O)Cn2nc(-c3ccc(F)cc3)oc2=O)cc1 (stereo unspecified) | 0.6 | -2.1%
c1ccc(SCc2nnc3sc(-c4ccco4)nn23)cc1 | -12.1 | -20.1%
COc1ccc(C2=NO[C@@](CC(=O)O)(C(=O)Nc3ccc(C(C)=O)cc3)C2)cc1 | 7.0 | -29.4%
CS(=O)(=O)N1CCCN(c2ccc(=O)n(-c3ccccc3)n2)CC1 | 4.1 | -34.8%
Cc1ccc(C(=O)N(Cc2ccco2)C2CC2)cc1F | -9.1 | 5.2%

# Taken from above, five compounds:
SMILES | LDHA block | ALOX12 inh
COc1cccc(CNC(=O)[C@@H]2CCCN2C(=O)[C@H]2CCCCN2S(=O)(=O)c2ccc(OC)c(C)c2)c1 | 2.3 | 2.3%
COc1ccc(C)cc1NC(=O)c1cc(-c2ccc(C)o2)nc2ccccc12 | 0.2 | ?
c1ccc(-n2ncc3c(NC4CCCCCCCCCCC4)ncnc32)cc1 | 6.6 | 32.3%[activator]
O=C(/C=C/c1ccc2c(c1)OCCCO2)OCc1ccccn1 | 5.6 | -26.8%
O=C(Nc1oc2ccc(Cl)cc2c(=O)c1-c1ccccc1)c1ccc([N+](=O)[O-])cc1 | -0.4 | 1.0%

# (continued)
SMILES | LDHA block | ALOX12 inh
CC(=O)Nc1cccc(NC(=O)c2cccc3c(=O)c(C)c(-c4ccccc4)oc23)c1 | 12.6 | 3.0%
CC(C)[C@@H]1Cc2[nH]c(=S)[nH]c(=O)c2[C@H](CCc2ccccc2)O1 | 1.0 | 44.7µM*
N#C/C(=C\c1ccc(-c2cccc(Cl)c2)o1)c1nc2ccccc2[nH]1 | 12.9 | 4.1%
Cc1cc(NC(=O)C(C)OC(=O)c2cc3c(s2)CCCC3)no1 (stereo unspecified) | -2.5 | -12.2%
COCCNCc1ccsc1 | -11.4 | 3.9%
CC(C)N1C(=O)C(NC(=O)C(=O)NCc2cccnc2)c2ccccc21 (stereo unspecified) | -2.3 | ?
COC(=O)/C(C#N)=C\c1cc(OC)c(OC)cc1Br | 1.7 | -23.7%
COc1ccc(NC(=C(C#N)C#N)C(F)(F)C(F)(F)F)cc1 | 18.1 | ?
CC(Nc1ccc2c(c1)OCCCO2)c1nc2scc(-c3cccs3)c2c(=O)[nH]1 (stereo unspecified) | 28.3 | ?
CC(C)CCC(C)NC(=O)c1ccc(CNC(N)=O)cc1 (stereo unspecified) | 6.3 | -17.1%
COc1cc(/C=C(/C#N)C(=O)C(C)C)cc(Cl)c1O | -0.7 | ?
CC(=O)NNC(=S)Nc1ccccc1 | -5.2 | 71.0%[activator]
CC(C)CCN(CC(=O)NC(=O)NCc1ccco1)C1CC1 | -2.5 | -19.4%
CCCCNC(=S)Nc1ccccc1Cl | -2.4 | -16.5%
CCCCCNC(=O)CCC(=O)NCCCCC | -8.2 | 5.3%
Cc1ccc(CN(C)C(=O)CCc2ccc(C#N)cc2)o1 | -4.9 | -9.1%
CCCNC(=O)COC(=O)c1ccc2[nH]c(C)c(C)c2c1 | 11.5 | ?
Cn1c(Oc2cccc(Cl)c2)nc2c1c(=O)n(Cc1ccc(F)cc1)c(=O)n2C | 0.3 | 23.7%
CC1(C)OC(=O)C2=C(C[C@@H](C3CC3)O[C@H]2c2ccc(Cl)cc2)O1 | -4.7 | -11.5%
CCC(C)c1ccc(NC(=O)c2ccc(SC)cc2OC)cc1 (stereo unspecified) | 6.1 | -2.2%
O=C(CCC1CCCC1)N(Cc1ccc2cc[nH]c2c1)C1CC1 | 5.2 | -15.6%
CC(=O)N1CCC(N(CCCN2CCC(C)CC2)C(=O)Nc2cccc(C)c2C)CC1 | 0.1 | -8.0%
CC(C)(C)c1ccc(C(=O)NC(Nc2ccc(Cl)cc2)C(Cl)(Cl)Cl)cc1 (stereo unspecified) | 7.7 | -23.2%
CC(C)OCc1ccccc1CNS(=O)(=O)c1ccc(F)c(F)c1 | 1.0 | 4.9%
Cc1ccccc1C(=O)Nc1ccc2oc(-c3ccc(F)cc3)cc(=O)c2c1 | 1.3 | ?
CCOC(=O)c1ccc(NC(=O)CSc2nc(=O)[nH]nc2C)cc1 | -3.1 | -3.7%
Cc1cccc(-c2noc(C(C)Oc3ccc(Br)cc3)n2)c1 (stereo unspecified) | -4.4 | -3.2%
Cc1cc2c(c(=O)o1)C(c1ccco1)C(C#N)=C(N)O2 (stereo unspecified) | 3.5 | ?
CCN(Cc1cccc(F)c1)C(=O)c1cc(-c2ccncc2)nc2ccccc12 | 0.5 | 1.4%
COc1cccc(-c2cc(-c3cccc(OC)c3)[nH]n2)c1 | 10.8 | ?
O=C(O)C1CCC(c2ccc(I)cc2)CC1 (stereo unspecified) | 0.9 | 13.8%
Cc1ccccc1CNC(=O)Cn1ccc2c(C)nn(C)c2c1=O | 7.8 | 2.7%

# Rewritten field by field: part of the list above.
Cn1ccnc1SCC(=O)Nc1sc2c(c1C#N)CCC(C(C)(C)C)C2 (stereo unspecified)
  LDHA block = 14.1 | ALOX12 inh = -9.0%
CCOC(=O)[C@]12CCC=C1N(Cc1ccc3c(c1)OCO3)C(=O)[C@H](CC(=O)NCCCCc1ccccc1)C2
  LDHA block = 5.7 | ALOX12 inh = -1.3%
COCCn1c(SC(C)c2ccc(F)cc2)nnc1-c1ccncc1 (stereo unspecified)
  LDHA block = -0.9 | ALOX12 inh = -1.9%
COc1ccc(C2=NO[C@@](CC(=O)O)(C(=O)Nc3ccc(C(C)=O)cc3)C2)cc1
  LDHA block = 7.0 | ALOX12 inh = -29.4%

# Single records, from the list above. Screens in order: LDHA block	ALOX12 inh
# COC(=O)/C(C#N)=C\c1cc(OC)c(OC)cc1Br is listed as 1.7	-23.7%
# Cc1ccccc1C(=O)Nc1ccc2oc(-c3ccc(F)cc3)cc(=O)c2c1 is listed as 1.3	?

# Source: PubChem BioAssay
